FN deposition inh: fibronectin deposition inhibition. AH1F fibroblasts, Alexa488-fibronectin deposition fluorescence, overnight. inhibition, % at 12.6 µM. 0.086% of 350,000 active. AID 743247;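 active means mean inhibition across replicates of 30% or more, regardless of how many single replicates reach that level; inconclusive means mean under 30% yet at least half of replicates reach 30%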;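 further: positive control wells lacked labelled fibronectin entirely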
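Material: AH1F fibroblast monolayer depositing Alexa488-labelled fibronectin into matrix / Amount: 10000 AH1F cells per well / Signal: fluorescence 485/525 nm / Medium: DMEM, 2% serum / Compound: single dose, pinned / Incubation: 1 h cell adhesion before compound, then overnight fibronectin incubation / Reagent: Alexa488-FN, 24 nM final / Read-out: inhibition of fibronectin deposition signal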
esBAF inh: inhibitors of esBAF chromatin remodeling in mouse ES cells | AID 602393 | 2% of 350,000 active | Bmi1-luciferase knock-in reporter, 24 h; 100% = twice the neutral-well signal | reporter increase, % at 12.5 µM; in the data active means activation above about 40%; inconclusive means no clear call, values can overlap the other calls;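 further: 0% = median of the plate's neutral control wells and 100% = double that signal; a rise in the Bmi1 reporter signal indicates esBAF inhibition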
XiGFP reactiv: reactivates the inactive X chromosome in mouse fibroblasts; activation, % at 7.58 µM; XiGFP mouse fibroblasts, % GFP-positive cells imaging, 3 d; cells co-treated with 5-aza-dC sensitizer; scaled so ellipticine positive control = 100%; 0.055% of 360,000 active;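 active means mean normalized replicate activation at least 10% and every replicate at or above 10%; inconclusive means only one of the two criteria met; inactive means mean below 10% and not all replicates reach 10%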;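 further: 0% = median of on-plate neutral control wells and 100% = ellipticine 6 µM median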
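Assay system – SV40-immortalized XiGFP fibroblast cells, line 68-5-11 · Buffer or medium – DMEM supplemented with 5-aza-dC as sensitizing agent · Dosing – one concentration, pinned · Benchmarks – positive control ellipticine, 6 µM final · Times – 3 days compound exposure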
RAD52 inh: RAD52 (human) annealing inhibition; P43351; recombinant RAD52 DNA annealing, FRET fluorescence; inhibition, % at 18.7 µM; 0.46% of 360,000 active; AID 651710;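 active means every replicate showing at least 50% inhibition; inconclusive means mean inhibition at least 50% but not in every replicate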
Target sequence (P43351 whole entry, looked up): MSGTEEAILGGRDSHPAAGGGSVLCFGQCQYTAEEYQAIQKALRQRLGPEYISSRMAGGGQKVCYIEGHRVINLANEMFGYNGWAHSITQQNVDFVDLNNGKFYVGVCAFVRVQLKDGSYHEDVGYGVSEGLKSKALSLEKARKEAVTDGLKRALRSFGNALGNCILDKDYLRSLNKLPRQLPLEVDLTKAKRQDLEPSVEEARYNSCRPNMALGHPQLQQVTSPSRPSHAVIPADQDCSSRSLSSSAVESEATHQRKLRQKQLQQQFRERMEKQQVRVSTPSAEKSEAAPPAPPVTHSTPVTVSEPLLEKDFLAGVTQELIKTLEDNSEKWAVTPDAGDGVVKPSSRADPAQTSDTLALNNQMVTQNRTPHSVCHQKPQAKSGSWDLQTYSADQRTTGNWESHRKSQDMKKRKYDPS
RAD54 branch: RAD54 (human) branch migration inhibition; Q92698; RAD54 Holliday junction branch migration, FAM/BHQ fluorescence; inhibition, % at 10.4 µM; 0.14% of 360,000 active; AID 602329;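 active means mean normalized replicate activity at least 40 and at least half of replicates scoring 40 or more; inconclusive means only one of the two criteria met; inactive means mean below 40 and under half of replicates reaching 40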;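 further: 0% = median of neutral control wells and 100% = median of positive control wells; inhibitors cause a drop in the FAM fluorescence signal; in these data hits start at about 50%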
E-selectin induc: induces E-selectin expression in human endothelial cells; P16581; HUVEC E-selectin immunofluorescence imaging; normalized: neutral wells 0, TNF-alpha wells 100; activation, % at 7.58 µM; 0.37% of 260,000 active;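 active means mean E-selectin-positive cell signal at least 10% of the positive control, reached in at least 60% of replicates, without over 20% cell loss; inconclusive means no rule given, readout overlaps actives, possibly toxicity-flagged; inactive means the rest, including those meeting only one limit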;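 further: in these data hits start at about 27%; measured in HUVEC primary endothelial cells; signal is the percent of cells scored E-selectin positive by PE staining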
Target sequence (P16581 whole entry, looked up): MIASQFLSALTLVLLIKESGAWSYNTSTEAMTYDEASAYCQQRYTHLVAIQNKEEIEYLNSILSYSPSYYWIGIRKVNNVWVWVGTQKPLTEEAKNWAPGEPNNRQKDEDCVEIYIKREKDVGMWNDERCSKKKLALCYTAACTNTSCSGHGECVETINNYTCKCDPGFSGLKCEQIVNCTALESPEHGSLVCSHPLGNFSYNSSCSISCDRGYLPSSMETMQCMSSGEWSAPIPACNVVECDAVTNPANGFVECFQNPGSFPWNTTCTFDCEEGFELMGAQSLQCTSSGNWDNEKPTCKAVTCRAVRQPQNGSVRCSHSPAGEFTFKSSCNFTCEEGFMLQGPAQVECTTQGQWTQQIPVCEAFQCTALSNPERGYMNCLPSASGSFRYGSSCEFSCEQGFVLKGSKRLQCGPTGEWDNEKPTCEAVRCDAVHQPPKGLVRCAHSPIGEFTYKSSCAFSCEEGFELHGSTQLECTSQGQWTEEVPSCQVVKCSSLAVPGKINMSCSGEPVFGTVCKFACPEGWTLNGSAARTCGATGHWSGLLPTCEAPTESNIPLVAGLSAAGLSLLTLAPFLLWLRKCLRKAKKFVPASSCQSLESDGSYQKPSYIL
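Assay system: HUVEC primary endothelial cells. Input: 3,000 HUVEC seeded per well. Doses: one compound dose added by pin transfer. Read-out basis: % PE-positive cells. Benchmarks: TNF-alpha high, DMSO low. Detection: immunofluorescence imaging. Buffer or medium: EGM-2, gelatin.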
EWS-Fli inh: EWS/Fli transcriptional activity inhibition | 0.67% of 350,000 active | inhibition, % at 12.6 µM | A673 NR0B1-luciferase reporter, viability-normalised;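 active means mean inhibition of at least 50% after viability correction, with every replicate also passing that limit; inconclusive means mean reaches 50% but only one of two replicates passes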;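 further: firefly luciferase signal divided by Alamar Blue viability fluorescence both relative to DMSO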
S100A4 MyoIIA: S100A4-myosin IIA interaction inhibition | S100A4/TAMRA-MyoIIA peptide fluorescence polarization | inhibition, % at 10.7 µM | 0.14% of 360,000 active | AID 652163;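 active means mean inhibition of at least 70% across replicates, with every replicate also reaching that level; inconclusive means mean inhibition reaches 70% but some replicates fall short; inactive means mean inhibition below 70%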
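Material: S100A4 monomer protein | Medium: HEPES pH 7.2 with CaCl2, KCl, NaCl, DTT, Triton | Reagent: Labelled myosin peptide probe, 5 nM | Doses: One dose per compound | Times: 5 min incubation before reading | Benchmarks: Neutral control DMSO, positive control TFP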
Numbers without * were called inactive; ? = inconclusive; · = not tested or not shown; & = joins results of further samples. No enrichment for hits (roughly 3% active in at least one column).

SMILES	FN deposition inh	esBAF inh	XiGFP reactiv	RAD52 inh	RAD54 branch	E-selectin induc	EWS-Fli inh	S100A4 MyoIIA
C=CCNC(=O)COC(=O)c1cc(S(=O)(=O)N2CCCCC2)ccc1Cl	5	2	0.0	-2	6	-0.8	8	-3
O=C(c1ccc(Cl)c(S(=O)(=O)N2CCOCC2)c1)N1CCN(c2ccccc2)CC1	-6	1	0.0	-7	6	·	0	-4
COc1ccc(/C(C)=N/NC(=O)CCC(=O)Nc2ccc(Cl)cc2Cl)c(OC)c1	-7	·	0.4	-16	·	·	-13	2
CN(C)c1ccc(/C=C2/C[N+](C)(C)C/C(=C/c3ccc(N(C)C)cc3)C2=O)cc1	-19	·	0.3	-125	·	0.3	-10	-77
COCCn1cnc2c1c(=O)n(CC(=O)OCC#N)c(=O)n2Cc1ccccc1	-6	·	0.2	-8	·	-0.1	6	1
O=C(/C=C/c1ccco1)NCCCN1CCN(CCCNC(=O)/C=C/c2ccco2)CC1	6	0	-0.1	·	-4	·	·	·
CC(C)C[C@H]1CNC(=S)N1CC1CCN(CCC2CCCC2)CC1	1	-5	0.0	-6	-4	·	16	0
COC(=O)c1ccc(C(=O)N2CCCC(N3CCN(c4ccccc4)CC3)C2)nc1 (stereo not given)	-8	1	0.0	-16	-5	·	6	-8
CCCC(C)NC(=O)CN(Cc1ccco1)S(=O)(=O)c1ccccc1 (stereo not given)	2	5	-0.1	-7	-4	-1.9	-5	-4
COc1ccc([C@@H]2[C@@H](C(=O)C(C)(C)C)N3N=Cc4ccccc4[C@@H]3C23C(=O)OC(C)(C)OC3=O)cc1OC	4	·	0.0	-36	·	-1.5	3	6
CN1CCCCCC1C(=O)N1CCC(N2CCC(C(=O)N3CCOCC3)CC2)CC1 (stereo not given)	0	-3	-0.3	-16	-1	0.7	7	4
S=C1NCN(C2CCCCC2)CN1c1ccccc1	11	·	0.0	-1	·	·	5	3
C[C@H](CO)N1C[C@H](C)[C@@H](CN(C)Cc2ccc(C(F)(F)F)cc2)Oc2ccc(NC(=O)C3CCCCC3)cc2CC1=O	-7	-5	0.6	24	4	0.3	7	5
CC(=O)N(C)C[C@H]1Oc2cc(C#CCN(C)C)ccc2S(=O)(=O)N([C@H](C)CO)C[C@H]1C	-2	1	-1.0	3	-7	-0.2	-4	3
CCOc1cc(C(c2c(C)[nH][nH]c2=O)c2c(C)[nH][nH]c2=O)cc(Cl)c1O	-2	9	0.0	-38	10	0.0	-13	-5
COc1ccc(CN2C(=O)COc3ccccc32)cc1	10	-5	0.1	-3	-8	0.2	-13	-1
CC(C)CC#Cc1cnc2c(c1)C(=O)N([C@H](C)CO)C[C@@H](C)[C@@H](CN(C)S(=O)(=O)c1ccccc1)O2	·	0	-0.1	13	-11	0.1	-11	-22
CN1CCc2c(n(CC(O)CN(CCO)CCO)c3ccccc23)C1=O (stereo not given)	-7	5	0.1	-1	9	·	-3	-6
CC(=O)N(c1ccc(C)cc1)S(=O)(=O)c1ccc(Cl)cc1	1	-3	0.1	-21	·	·	-14	17
COc1ccccc1OCC#CCn1ccnc1	-3	·	0.4	-21	·	8.0	-2	0
CCOC(=O)N1CCN(C(=O)CSCC(=O)Nc2nc(-c3ccc(-c4ccccc4)cc3)cs2)CC1	2	8	0.1	-10	3	-0.2	4	6
Cc1ccccc1CNS(=O)(=O)c1ccc2c(c1)OCCO2	·	3	·	12	-3	·	-1	4
CC(C)c1ccc(NC(=O)CN2C(=O)NC(Cc3c[nH]c4ccccc34)C2=O)cc1 (stereo not given)	-2	1	0.0	-4	5	·	22	-2
S=C(NCc1ccncc1)Nc1ccc(Br)cc1	10	2	1.0	-7	10	·	2	2
CC(C)[C@H](NC(N)=O)C(=O)Nc1cccc(S(=O)(=O)NC2=NCCCCC2)c1	7	0	0.4	-14	-10	-0.1	0	0
CCc1ccccc1NC(=O)c1sc2nc(C)cc(C)c2c1N	-3	4	0.0	-14	6	·	-11	-1
COc1ccccc1CNC(=O)C[C@@H]1CC[C@H]2[C@@H](COC[C@@H](O)CN2Cc2ccc3c(c2)OCO3)O1	1	-2	0.0	16	0	0.1	-2	6
C[C@H]1CN([C@@H](C)CO)C(=O)c2cccc(NC(=O)C3CCOCC3)c2O[C@@H]1CN(C)S(=O)(=O)c1ccc(Cl)cc1	·	-1	0.8	1	-17	2.9	-3	-27
C[C@@H]1CN([C@H](C)CO)C(=O)c2cc(NC(=O)C3CCCCC3)ccc2O[C@H]1CN(C)S(=O)(=O)c1cn(C)cn1	-7	-3	-0.8	-11	4	-0.1	2	12
CCC1=NN(C(=O)c2ccc(C)cc2)C(O)(c2ccc(Br)cc2)C1 (stereo not given)	1	·	0.0	·	-3	0.9	·	·
CN(C)CCCNC(=O)C[C@@H]1CC[C@@H](NC(=O)c2ccccc2F)[C@H](CO)O1	-1	2	-0.2	-3	8	-0.4	-6	12
CCOc1ccc(/C=C/C(O)=C2/C(=O)N(C)C3(C)CC2c2ccccc2O3)cc1OC (stereo not given)	-8	13	0.1	-21	-4	0.0	47	1
N#CC(C#N)=C/C=C(\Nc1ccc(Cl)cc1)c1ccc(Cl)cc1	-6	-7	0.2	-22	-7	·	-2	-8
CN1c2ccc(-c3cccc(C#N)c3)cc2[C@H]2[C@H](CCN2C(=O)CN2CCOCC2)[C@@H]1CO	-9	24	0.0	2	8	0.3	-28	0
O=C(Nc1cccc(-c2cn3ccccc3n2)c1)c1cccs1	·	·	-0.1	0	·	·	40	-5
COc1ccc(NC(=O)C[C@H]2C(=O)N(CCc3ccccc3)C[C@@H]2c2ccc(OC)cc2)cc1	11	17	0.1	-17	1	7.8	-20	0
O=C(O)CN1C(=O)C(=O)N(Cc2ccc(C(F)(F)F)cc2)C1=O	3	0	0.0	-9	-6	·	3	-16
O=S(=O)(/N=C(/NNS(=O)(=O)c1ccccc1)c1ccccc1)c1ccccc1	-27	·	0.0	-11	·	·	11	8
Cc1cc(OCC(O)CN2CCN(C)CC2)ccc1C(C)C (stereo not given)	-7&-15	-7	0.1	-1	2&-9	-0.1	-3	2
O=C(NCc1nnc(SCC(=O)N2CCC(Cc3ccccc3)CC2)o1)c1ccccc1F	-5	6	0.0	-5	-6	·	0	1
CN(C(=O)c1sc2nc(N3CCCC3)c3c(c2c1N)CC(C)(C)OC3)c1ccccc1	12	1	-0.1	-1	16	·	·	2
O=C(CSc1nc2nccnc2c(=O)n1Cc1cccs1)Nc1ccccc1F	-9	9	0.0	-32	2	·	-3	-3
CC1(C)Cc2cccc(C(=O)Nc3ccc(Cl)cc3)c2O1	7	0	0.0	-5	·	·	17	4
Cc1ccc(Cl)cc1NC(=S)N(Cc1ccccc1)Cc1cccnc1	·	·	0.1	-51	·	·	7	-3
C[C@@H]1CN([C@H](C)CO)C(=O)c2cccc(NC(=O)C3CC3)c2O[C@@H]1CN(C)S(=O)(=O)c1cccs1	·	-5	0.3	-6	2	-0.4	6	-1
C/C(=N/NC(=O)CNC(=O)c1ccco1)c1ccco1	3	-2	0.0	-13	9	0.2	·	-5
COc1ccc2c3c(n(C)c2c1)[C@H](CO)N(C(=O)C1CCC1)CC31CN(C(=O)Nc2cccc(F)c2)C1	·	·	0.4	-15	·	1.2	7	13
Cc1ccc(C(C)C)cc1-n1nnc(-c2cccc(Cc3ccc4ccccc4c3)c2)c1C(C)O (stereo not given)	-28	-1	0.0	13	-1	0.0	6	-2
C[C@@H]1CN([C@H](C)CO)C(=O)Cc2cc(NC(=O)NC3CCCCC3)ccc2O[C@@H]1CN(C)Cc1ccc(C(=O)Nc2ccccc2N)cc1	·	·	-1.3	-27	·	·	-14	-39
Cc1ccc(OCCN(C)C)c([N+](=O)[O-])c1	3	·	0.0	·	10	-0.2	·	·
CNC(=O)C[C@@H]1CC[C@@H]2[C@H](COc3ccc(NC(=O)NC4CCCC4)cc3C(=O)N2C)O1	-10	0	0.4	-6	-1	-0.2	-12	13
O=C(CC1C(=O)NCCN1Cc1ccc(-c2ccccc2)cc1)NCc1ccncc1 (stereo not given)	-4	·	0.2	-49	·	·	0	-1
C[C@H]1CN([C@@H](C)CO)S(=O)(=O)c2ccc(-c3ccncc3)cc2O[C@H]1CN(C)C(=O)CN(C)C	·	-7	-0.2	14	18	-0.3	-8	14
CCn1ncc(C(=O)Nc2ccc(F)cc2)c1C	-4	·	0.0	-17	·	1.3	-15	-2
O=C(Cn1cnc2ccccc21)c1ccc(Br)cc1	-25	2	-0.1	-55	-9	-0.7	-30	-6
CC1(C)CC(=O)C/C(=N\NC(=O)C2C3CCCCC32)C1 (stereo not given)	-14	·	0.2	-4	·	·	6	7
COc1ccc(C2CC(c3cccs3)=NN2C(=O)CSc2nc3c(cnn3-c3ccccc3)c(=O)[nH]2)cc1 (stereo not given)	2	-5	0.2	-38	9	-0.1	15	-6
CO[C@@H]1CN(C)C(=O)c2ccc(NC(=O)NC(C)C)cc2OC[C@@H](C)N(S(C)(=O)=O)C[C@H]1C	3	3	-0.1	-7	1	-0.2	11	-19
CN(C)C(=O)c1ccc(-c2ccc3c(c2)[C@@H]2[C@@H](CCN2C(=O)c2ccccc2F)[C@H](CO)N3)cc1	28	-1	0.4	·	-1	0.1	7	·
CCOC(=O)[C@]12CCCC=C1N(Cc1ccco1)C(=O)[C@H](CC(=O)NCCC(C)C)C2	-3	·	0.6	-8	·	-0.2	-8	4

Single records, from the list above. Order of values: FN deposition inh	esBAF inh	XiGFP reactiv	RAD52 inh	RAD54 branch	E-selectin induc	EWS-Fli inh	S100A4 MyoIIA
Profile of COc1ccc(NC(=O)C[C@H]2C(=O)N(CCc3ccccc3)C[C@@H]2c2ccc(OC)cc2)cc1 → 11	17	0.1	-17	1	7.8	-20	0
Profile of COCCn1cnc2c1c(=O)n(CC(=O)OCC#N)c(=O)n2Cc1ccccc1 → -6	·	0.2	-8	·	-0.1	6	1

Going on with the list.
SMILES	FN deposition inh	esBAF inh	XiGFP reactiv	RAD52 inh	RAD54 branch	E-selectin induc	EWS-Fli inh	S100A4 MyoIIA
COc1ccc(NC(=O)Nc2cccc3c2O[C@H](CN(C)C(=O)NC2CCCCC2)[C@@H](C)CN([C@@H](C)CO)C3=O)cc1	0	9	-0.7	-3	10	16	-2	-8
COc1cc(C(=S)N2CCOCC2)ccc1OC(=O)c1ccccc1	3	6	0.3	-4	6	0.3	2	0
CCOC(=O)c1cc(C#N)c(=S)[nH]c1C	10	·	0.2	-27	·	·	?	2
COc1cccc(N2CCN(C(=O)c3cccc(NC4=NC5CS(=O)(=O)CC5S4)c3)CC2)c1 (stereo not given)	4	7	0.2	-8	0	-0.2	2	4
